Source: PubChem
PMI act satM6P = activators of human phosphomannose isomerase at near-saturating mannose 6-phosphate; coupled PMI enzyme assay, resazurin fluorescence, 20 min; hits give high values; 1 = untreated enzyme, 0 = substrate-free blank; activation factor at 20 µM; 190,000 tested, 0.34% active;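 active = activation factor of 2 or more at 20 µM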
Target sequence (P34949 whole entry, looked up): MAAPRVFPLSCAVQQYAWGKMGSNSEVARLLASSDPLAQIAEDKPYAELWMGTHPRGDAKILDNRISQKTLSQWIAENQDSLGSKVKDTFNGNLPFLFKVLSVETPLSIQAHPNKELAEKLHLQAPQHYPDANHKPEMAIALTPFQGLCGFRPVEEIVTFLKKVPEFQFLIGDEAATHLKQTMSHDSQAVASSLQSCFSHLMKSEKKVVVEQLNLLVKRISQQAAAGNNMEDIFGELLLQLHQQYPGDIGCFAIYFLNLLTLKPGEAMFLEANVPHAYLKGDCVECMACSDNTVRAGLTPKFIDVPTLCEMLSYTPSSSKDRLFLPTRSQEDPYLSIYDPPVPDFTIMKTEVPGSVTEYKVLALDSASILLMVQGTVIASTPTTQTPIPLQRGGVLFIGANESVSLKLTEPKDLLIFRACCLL
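assay system = human phosphomannose isomerase with PGI, G6PDH, diaphorase coupling enzymes | quantity = 15 ng/mL PMI | incubation = enzyme reaction with compound 20 min at room temperature | medium = HEPES pH 7.4 buffer with MgCl2 and Tween-20 | compound dosing = one concentration, 20 µM, in 1% DMSO | measured by = Diaphorase-driven resazurin-to-resorufin fluorescence, excitation 544, emission 590 nm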
S1P3 antag = blocks the human S1P3 receptor; CHO S1P3 NFAT-BLA reporter, FRET fluorescence, antagonist mode; inhibition, % at 4.98 µM; 170,000 tested, 0.27% active; AID 485;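 active = inhibition above the plate cutoff, the mean inhibition of test wells on that plate plus 3 SD, cut at about 28% in these data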;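 also: cells challenged with S1P at its EC80 of 0.8 µM; blue over green emission ratio from cleaved BLA substrate after 4 h stimulation; 0% = S1P-stimulated wells and 100% = unstimulated DMSO-only wells; some compounds past the cut are filed as inactive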
Target sequence (Q99500 whole entry, looked up): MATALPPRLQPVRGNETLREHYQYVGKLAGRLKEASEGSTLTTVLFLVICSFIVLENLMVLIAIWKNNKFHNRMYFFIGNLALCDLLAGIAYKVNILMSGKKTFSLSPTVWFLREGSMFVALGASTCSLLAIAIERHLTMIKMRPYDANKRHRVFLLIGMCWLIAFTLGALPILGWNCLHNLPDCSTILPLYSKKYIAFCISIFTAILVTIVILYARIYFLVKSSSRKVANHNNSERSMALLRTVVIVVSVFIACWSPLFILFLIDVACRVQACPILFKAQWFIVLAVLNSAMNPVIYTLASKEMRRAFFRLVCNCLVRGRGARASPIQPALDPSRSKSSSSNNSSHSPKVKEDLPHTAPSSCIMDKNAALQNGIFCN
Redox H2O2 prof = compounds producing H2O2 with reducing agent – biochemical, NIH compound library profiling, artefact control for MLSCN library redox annotation, primary screen; AID 878; DTT-dependent redox cycling H2O2, phenol red/HRP absorbance; 100% = 100 µM peroxide control, 0% = buffer; activation, % at 10 µM; 200,000 tested, 0.03% active;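 active = activation of at least 50% relative to the plate's high and low controls in the primary single-dose screen; inactive = activation below 50%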;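 also: compound incubated with DTT at 0.8 mM final as the reducing agent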
Diaphorase inh = counter-screen for diaphorase-based assays: diaphorase inhibitors and chemical oxidizers. diaphorase resazurin-to-resorufin fluorescence, NADH, 16 min; bacterial (C. kluyveri) enzyme, not human. inhibition, % at 20 µM. 190,000 tested, 0.69% active;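 active = primary screen inhibition at 20 µM above a set limit, cut at about 50% in these data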;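 also: plate controls were DMSO with full reaction for no effect and wells lacking NADH for full effect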
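Test system: bacterial diaphorase enzyme (C. kluyveri); Quantity: 0.14 U/mL diaphorase, enzyme working solution; Times: reaction incubation of 16 min at room temperature; Measured by: fluorescence of resorufin formed from resazurin, Ex 544/Em 590 nm; Benchmarks: positive control minus NADH, DMSO neutral control.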
G6PDH CS = inhibits Leuconostoc G6PDH, flagging false hits in G6PDH-based assays. Purified L. mesenteroides G6PDH, diaphorase/resazurin coupled fluorescence, 45 min. inhibition, % at 5 µM. 200,000 tested, 0.12% active. AID 1020
Diaphorase act = activates diaphorase or chemically reduces, flagging diaphorase assay artifacts; Diaphorase/resazurin coupled assay, resorufin fluorescence, 16 min; hits give high values; 1 = vehicle wells, 0 = NADH-free wells; activation factor at 20 µM; 190,000 tested, 0.005% active; AID 1229;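 active = diaphorase activity raised at least twofold by the compound at 20 µM; inactive = activation factor below 2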
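Material: purified diaphorase enzyme from Clostridium kluyveri / Medium: HEPES pH 7.4 buffer with MgCl2 and Tween 20 / Schedule: enzyme reaction of 16 min at room temperature / Measured by: resorufin fluorescence, excitation 544 nm, emission 590 nm / Evaluation: rise in resorufin formation, marking diaphorase activation or chemical reduction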
Hsp70 activator = Hsp70 transcriptional activation, primary screen; HeLa Hsp70 promoter luciferase reporter, luminescence; scaled: vehicle 0, proteasome-inhibitor control 100%; activation, % at 10 µM; 200,000 tested, 0.04% active; AID 1203;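 active = activation above the mean across all tested compounds plus 3 SD, cutoff set per campaign, cut at about 5.5% in these data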;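 also: 100% = MG132 at 30 µM as the positive control and 0% = DMSO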
L major viab = Leishmania major promastigote growth inhibition; AID 1063; Leishmania major promastigotes, resazurin fluorescence viability; 200,000 tested, 9% active; inhibition, % at 10 µM;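 also: promastigotes grown with compound for 44 hours at 28 °C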
PMI activator = increases human mannose-6-phosphate isomerase activity; 190,000 tested, 0.005% active; activation factor at 20 µM; P34949; purified human PMI, coupled resazurin fluorescence, 20 min; hits give high values; 1 = vehicle control, 0 substrate-free wells;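 active = activation factor of 2 or more at 20 µM, relative to plate controls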
TLR4 MyD88 comp = TLR4-MyD88 interaction inhibition in cells | 200,000 tested, 0.18% active | HeLa CL3-4 TLR4/MyD88 BLA complementation, FRET ratio | O00206+Q99836 | inhibition, % at 8.4 µM | AID 861; in the data active = inhibition above about 25%;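 also: 0% = vehicle and 100% = reference inhibitor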
RAM network inh = inhibitors of the yeast RAM network; S. cerevisiae dse1pr::URA3 reporter, 5-FOA growth OD615, 2 d; analog-sensitive cbk1-as2 kinase mutant strain; inhibition, % at 50 µM; 190,000 tested, 1.8% active; AID 868;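 active = inhibition above a set limit, 3 SD over mean compound inhibition, cut at about 8.4% in these data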;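 also: 0% = DMSO-only wells with no growth and 100% = 10 µM 1-NA-PP1 full growth; inhibition rescues growth on 5-FOA so higher OD means more RAM inhibition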
An asterisk follows results filed as active; / = not tested or not shown. Rule as the data show it, unless noted: active = inhibition above about 50%; inactive = the rest.

SMILES	PMI act satM6P	S1P3 antag	Redox H2O2 prof	Diaphorase inh	G6PDH CS	Diaphorase act	Hsp70 activator	L major viab	PMI activator	TLR4 MyD88 comp	RAM network inh
CCOC(=O)CSc1nc(-c2ccccc2)cc(C(F)(F)F)n1	0.9	/	0.9	22	7	0.8	-0.5	-4	0.9	-7	2.6
COc1cc2c(cc1NC(=O)Nc1ccc(F)cc1)oc1ccccc12	1	10	0.2	6	6	0.9	-0.3	-11	0.9	-17	2.8
CCCC(=O)Nc1nc2n(n1)C(c1ccccc1)CC(=O)N2 (stereo unspecified)	0.9	/	2.2	4	2	1	-0.2	3	0.9	-6	0.3
COC(=O)c1ccc(CN2CCN(Cc3ccc(C(=O)OC)o3)CC2)o1	1	11	-0.1	-3	13	1	0.2	2	1	-2	1.9
N#CCCN1CCN(S(=O)(=O)c2cc(Cl)ccc2Cl)CC1	1	-11	-0.5	8	3	0.9	-0.3	11	1	-5	1.1
CC1c2ccccc2SC(CCCN(C)C)c2ccccc21 (stereo unspecified)	1.1	-15	-0.1	-11	8	1.1	-0.2	100*	1	-6	1.5
CC(C)c1ccc(OCC(=O)N(c2ccccn2)C2CCCCC2)cc1	1	2	-0.2	3	0	1	-0.3	11	0.9	3	1.1
COC(=O)CN=Cc1c(O)n(-c2ccc(Cl)cn2)c(=O)c2ccccc12	1	10	0.1	11	1	0.9	-0.5	6	1	-2	0.2
CC(C)(C)NC(=O)CSc1nc(-c2ccc(F)cc2)cs1	0.8	15	-1.7	10	8	0.9	0.0	9	0.9	6	2.2
Cc1cc(NC(=O)c2cccc(N3C(=O)CCC3=O)c2)no1	1	-41	2.0	8	2	0.9	0.0	-1	1	2	-0.3
CN(C)c1nc(N)nc(/C(C#N)=C/C2CC3C=CC2C3)n1 (stereo unspecified)	1	13	-3.7	19	11	0.8	0.0	8	1	1	2.4
Clc1ccc(-c2cn3cccnc3n2)cc1Cl	2*	/	0.5	8	-13	0.9	0.0	-6	1.5	-3	1.1
CC(=O)Nc1ccc(/C(C)=N\NC(=O)c2ccc(-c3ccccc3)cc2)cc1	1	-11	-0.3	-13	3	1.1	-0.3	-3	1.1	-4	0.5
CN(C)CCCNC1=CC(=O)OC12CCCCC2	0.9	/	0.6	10	2	0.9	-0.2	-6	0.9	-2	3.0
Cc1nn(-c2nc3ccccc3[nH]2)c(N)c1-c1ccc(Cl)cc1	0.9	/	0.0	22	7	0.8	0.4	65*	0.9	-7	1.4
COc1cc(CNc2nc(C)c([N+](=O)[O-])c(C)c2C#N)cc(OC)c1	0.8	/	-7.1	26	-18	0.7	-0.2	-5	0.9	-5	3.4
CCOC(=O)N1CCN(c2cc(C)nc3nc(C)nn23)CC1	1.1	-1	-0.8	-8	0	1.1	-0.2	-3	1.2	9	0.9
O=C1CCCc2c1cc(C(=O)O)c(=O)n2-c1ccccc1	0.9	-10	-0.1	17	-1	0.8	-0.1	1	1	10	2.4
CC(SC(=S)N1CCCC1)C(=O)O (stereo unspecified)	1.1	-2	-0.2	7	3	0.9	0.0	-9	1	-11	-0.1
CC(C)N(C)CCOC(=O)c1ccc2c(c1)OCCO2	1.1	/	0.7	5	4	1	0.1	-2	1.2	-12	1.0
COc1ccc(C(=O)c2ccc(OC)c(N)c2)cc1N	0.9	-41	2.1	8	18	0.9	-0.1	5	0.9	-9	1.9
CC(=C/c1ccccc1)/C=N/Nc1nc(N2CCCCC2)nc(N2CCCCC2)n1	1	-4	0.4	6	-16	0.9	-0.2	28	1	-4	-0.3
COc1ccc(C(=O)Nc2cc(OC)nc(OC)n2)cc1	1	/	-0.8	8	-2	0.9	0.6	-2	1	-12	3.7
Cn1c(CSc2nc3ccccc3s2)nnc1SCC(=O)NCc1ccccn1	1.1	/	1.0	-5	-1	1	-0.3	-8	1.1	-11	1.7
CCOc1ccccc1NC(=O)c1oc2ccccc2c1NC(=O)C1CCCO1 (stereo unspecified)	1.1	-8	-0.8	-9	0	1.1	0.1	5	1.1	3	3.0

Carrying on.
SMILES	PMI act satM6P	S1P3 antag	Redox H2O2 prof	Diaphorase inh	G6PDH CS	Diaphorase act	Hsp70 activator	L major viab	PMI activator	TLR4 MyD88 comp	RAM network inh
COc1cc(C(=O)Nc2c(C)cc(C)cc2C)c([N+](=O)[O-])cc1OC	1	-3	-0.1	9	6	0.9	-0.2	1	1	-3	1.6
Cc1cc(C(F)F)n2nc(C(=O)Nc3ccccc3F)nc2n1	0.8	9	2.1	16	4	0.8	0.0	8	0.8	-3	3.0
O=C1C2C3C=CC(C2C(=O)N1c1cccc(O)c1)C1C2C(=O)N(c4cccc(O)c4)C(=O)C2C31 (stereo unspecified)	0.9	6	-0.5	-10	7	1.1	-0.1	-15	1	-1	1.5
Cc1ccc2[nH]cc(C(=O)CN3CCC4(CC3)OCCO4)c2c1	0.9	-36	-0.6	9	-3	0.9	0.2	2	1	-9	0.8
COc1cc(-c2cc3nc(C)c(C)c(=O)n3[nH]2)cc(OC)c1OC	0.9	-9	0.5	16	3	0.8	-0.2	6	0.9	7	0.1
CCOC(=O)c1cccc(NC(=O)CSc2nnc(C)n2Cc2ccccc2)c1	0.9	11	-0.1	17	6	0.8	0.3	2	0.8	6	1.4
COc1ccc(-c2csc(/C(C#N)=C\c3ccc(OC)c([N+](=O)[O-])c3)n2)cc1	1	-11	2.2	12	-1	0.9	-0.1	91*	1	-14	3.9
Cc1ccc(-c2nc3c(c(=O)[nH]c(=O)n3CC(C)C)n2CC(C)C)cc1[N+](=O)[O-]	1	1	0.3	16	0	0.8	-0.2	24	1	-4	0.8
Cc1cnc(C(=O)Nc2cc(F)ccc2C)cn1	1	-1	-0.2	0	12	1	-0.2	-2	0.9	-56	0.0
CCCCCCOc1ccc(N2C(=O)CC(S/C(N)=N/N=C(\C)c3cccs3)C2=O)cc1 (stereo unspecified)	0.9	/	-8.0	22	8	0.8	0.1	-2	0.9	-2	5.2
CC(C)(C)NC(=O)NC(=O)COC(=O)CNS(=O)(=O)/C=C/c1ccccc1	1	-84	-1.0	9	-6	0.9	-0.2	3	1	-8	-0.1
CN(c1ccc(OCC(=O)N2CCN(c3ccc(F)cc3)CC2)cc1)S(=O)(=O)c1cccs1	1	0	-0.2	14	0	0.9	0.3	21	1.1	-9	2.7
Cc1ccc(Nc2nc3nonc3[nH]c2=O)cc1C	1	-38	-2.6	2	6	1	-0.2	22	0.9	-2	1.5
CCc1nc(C)c(C#N)c2cc(OC)c(OC)cc12	1	4	2.6	-5	11	1	-0.1	6	0.9	1	1.3
CCOc1ccc(-c2nnn(CC(=O)c3cc(OC)ccc3OC)n2)cc1	0.9	-9	0.0	20	4	0.8	-0.3	11	1	2	6.6
Cc1cc(C)n(-c2ccc(F)cc2)c(=O)c1C#N	1.1	10	-0.7	40	6	0.6	-0.3	-6	1	-14	0.8
COc1ccc(C(=O)NC2CCN(S(=O)(=O)Cc3ccccc3)CC2)c(OC)c1	0.9	-8	0.5	8	0	0.9	-0.5	0	0.9	-12	2.6
O=C(CSc1nc2ccccc2nc1SCC(=O)N1CCCCC1)N1CCCCC1	1	9	1.1	8	6	0.9	-0.1	25	1	-7	1.0
CCOC(=O)c1c(NC(=O)CN2CCCCC2)sc(CN(C)C)c1-c1ccccc1	1	4	-0.1	14	1	0.9	-0.1	52*	0.9	-7	2.5
Cc1cccc(C)c1NC(=O)C(c1ccccc1)N1CCC1=O (stereo unspecified)	1	/	-4.4	12	-2	0.9	-0.2	-4	1.1	6	-1.4
Cc1ccc(NC(=O)C2CC(Cl)=CCC2C(=O)O)c([N+](=O)[O-])c1 (stereo unspecified)	0.9	10	-0.8	16	15	0.8	-0.1	-6	0.9	-8	-0.8
COc1ccc(COC(=O)NC2CCN(S(=O)(=O)c3ccc(OC)cc3)CC2)cc1	0.9	/	1.0	16	9	0.8	-0.5	2	0.8	9	2.1
COc1ccccc1C(=O)Nc1ccc(-c2nnn(CC(=O)N3CCOCC3)n2)cc1	0.9	-15	-0.3	11	17	0.9	0.4	3	0.9	13	2.9
CNS(=O)(=O)c1cc(C(=O)O)ccc1OC	1	-5	-1.4	2	9	1	-0.2	-6	1	12	0.8
COc1nc(-c2ccccc2)ccc1-c1noc(-c2ccco2)n1	0.8	15	2.1	32	-51	0.7	0.6	4	0.8	-4	7.9

A few values from the results shown.
Result of `CCCCCCOc1ccc(N2C(=O)CC(S/C(N)=N/N=C(\C)c3cccs3)C2=O)cc1` (stereo unspecified) in PMI activator: 0.9
Result of `CCOc1ccc(-c2nnn(CC(=O)c3cc(OC)ccc3OC)n2)cc1` in PMI act satM6P: 0.9

(continued)
SMILES	PMI act satM6P	S1P3 antag	Redox H2O2 prof	Diaphorase inh	G6PDH CS	Diaphorase act	Hsp70 activator	L major viab	PMI activator	TLR4 MyD88 comp	RAM network inh
Cc1ccc(NC(=O)CSCc2ccc(F)cc2)cc1	1	1	-0.2	5	1	0.9	0.2	-8	1	-1	-0.7
O=C1N/C(=C\c2ccc(N3CCOCC3)c(F)c2)C(=O)N1Cc1ccccc1	1	/	-4.1	11	-3	0.9	-0.1	2	1	18	5.7
COc1ccc(NC(=S)N(Cc2cccnc2)Cc2cc3cc(OC)c(OC)cc3[nH]c2=O)cc1	1	-3	-0.7	-3	15	1	0.0	-3	0.9	-5	8.6*
CC(=O)Nc1nnc(SCC(=O)NC(C)(C)C)s1	0.9	-13	0.1	-5	4	1	-0.2	-6	1.1	-6	-0.7
COC(=O)c1nc(N)sc1-c1ccc(Cl)cc1	0.9	-11	-1.1	10	1	0.9	-0.1	-5	1	1	0.3
Cc1cc(OCC(=O)Nc2ccc(S(=O)(=O)N3CCN(C)CC3)cc2)ccc1Cl	0.8	/	-0.7	5	-4	0.9	0.1	47	1	-4	-0.6
O=C(CNC(=O)c1ccc(Br)o1)OCC(=O)c1cccc([N+](=O)[O-])c1	1	-4	-0.6	5	8	0.9	-0.2	-9	1	4	2.6
CC(C)C1N=C2c3ccccc3N=C(SCC(=O)NCCc3ccc(S(N)(=O)=O)cc3)N2C1=O (stereo unspecified)	1.4	8	0.4	-4	6	1	0.1	-6	1.2	-11	1.7

Rows were taken by chance. About 12% of those tested had a hit in this group.
